KLK7 zymogen act – proKLK7 zymogen activators, primary screen, biochemical, fluorescence intensity | purified proKLK7, EDANS-DABCYL substrate fluorescence; 100% is mature enzyme control, 0% vehicle | Kallikrein-7 (Homo sapiens), P49862 | AID 652039, 2013 | activation, % at 7 µM | 370,000 tested, 0.9% active;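 active = activation above the mean of all tested compounds plus 3 SD, computed per campaign excluding outliers beyond control limits, cut at about 13% in these data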
FXN GAA850 act – FXN promoter activators, primary screen, cell-based, luciferase luminescence, HEK293 lucGAA850. AID 540364, 2011. 360,000 tested, 0.56% active. activation, % at 6 µM. HEK293 lucGAA850 FXN promoter luciferase reporter, 24 h; percent of 10 µM SAHA response;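 active = activation above the average of all compounds screened plus 3 SD, cutoff fixed separately per campaign, cut at about 7.5% in these data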;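 also: 0% = DMSO wells and 100% = 10 µM SAHA wells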
GC-B act – human GC-B receptor activators, primary screen, HEK293 GC-B cells, cGMP TR-FRET, EC30 CNP; 0% at EC30 CNP, 100% saturating CNP; Atrial natriuretic peptide receptor 2 (Homo sapiens), P20594; 370,000 tested, 0.11% active; activation, % at 10 µM; AID 1920062, 2024;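 active = activation at 10 µM reaching about 35% in either raw or pattern-adjusted values, limit read from the data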
NPR1 activator – GC-A stimulated cGMP production enhancers – HEK293 GC-A cells, cGMP TR-FRET, EC30 ANP, primary screen; Atrial natriuretic peptide receptor 1 (Homo sapiens), P16066; 0% at EC30 ANP, 100% saturating ANP; activation, % at 10 µM; 370,000 tested, 0.14% active; in the data active = activation above about 40%
Target sequence (P16066 whole entry, looked up): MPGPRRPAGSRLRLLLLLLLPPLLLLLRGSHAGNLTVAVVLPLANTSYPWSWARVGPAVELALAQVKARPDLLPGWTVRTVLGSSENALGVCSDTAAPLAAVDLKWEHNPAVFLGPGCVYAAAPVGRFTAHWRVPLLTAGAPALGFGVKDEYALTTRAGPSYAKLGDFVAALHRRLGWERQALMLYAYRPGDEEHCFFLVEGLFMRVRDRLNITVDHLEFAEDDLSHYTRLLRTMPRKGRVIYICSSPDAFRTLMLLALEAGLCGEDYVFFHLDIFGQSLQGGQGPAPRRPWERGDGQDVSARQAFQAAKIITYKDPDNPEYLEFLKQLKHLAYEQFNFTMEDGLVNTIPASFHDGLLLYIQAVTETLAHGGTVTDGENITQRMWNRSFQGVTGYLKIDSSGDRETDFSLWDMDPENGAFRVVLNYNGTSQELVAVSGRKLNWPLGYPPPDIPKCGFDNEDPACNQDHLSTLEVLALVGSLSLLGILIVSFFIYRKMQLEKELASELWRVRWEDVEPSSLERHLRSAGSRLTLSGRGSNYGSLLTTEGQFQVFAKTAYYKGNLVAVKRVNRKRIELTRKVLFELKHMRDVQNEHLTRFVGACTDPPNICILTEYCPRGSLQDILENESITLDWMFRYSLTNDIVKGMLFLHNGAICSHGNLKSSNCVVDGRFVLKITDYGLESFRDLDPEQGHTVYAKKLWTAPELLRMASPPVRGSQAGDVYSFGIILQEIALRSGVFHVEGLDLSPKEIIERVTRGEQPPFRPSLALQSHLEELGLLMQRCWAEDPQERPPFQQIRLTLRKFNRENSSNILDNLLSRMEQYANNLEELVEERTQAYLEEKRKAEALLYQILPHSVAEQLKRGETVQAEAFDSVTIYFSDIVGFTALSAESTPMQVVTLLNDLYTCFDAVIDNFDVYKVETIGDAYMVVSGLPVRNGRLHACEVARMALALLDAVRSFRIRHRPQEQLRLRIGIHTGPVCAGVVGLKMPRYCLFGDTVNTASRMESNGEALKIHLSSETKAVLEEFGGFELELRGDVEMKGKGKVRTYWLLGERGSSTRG
sPLA2-III inh – human group III sPLA2 inhibitors, primary screen, biochemical, QFRET, BODIPY PC-A2 liposome substrate; inhibition, % at 12.2 µM; 370,000 tested, 0.56% active; AID 743126, 2013; QFRET BODIPY PC-A2 liposome hydrolysis, fluorescence; Group 3 secretory phospholipase A2 (Homo sapiens), Q9NZ20;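 active = inhibition above mean plus 3 SD of compounds lying within the high and low control bounds, cut at about 19% in these data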;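 also: 0% = median of test compound wells and 100% = no enzyme DMSO wells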
SMARCA2 act – SMARCA2 (BRM) function activators, primary screen, cell-based, luminescence, high throughput | MG213 cells, MMTV-luciferase reporter, dexamethasone, overnight | 370,000 tested, 1% active | AID 652017, 2013 | activation, % at 9.1 µM; in the data active = activation above about 7.8%;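 also: 0% = vehicle wells and 100% = reference activator wells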
DAX1 inh-1 – DAX1 (NR0B1) inhibitors, primary screen, cell-based, HEK293, Gal4-DAX1, luciferase luminescence. Nuclear receptor subfamily 0 group B member 1 (Homo sapiens), P51843. HEK293 Gal4-DAX1 luciferase reporter. inhibition, % at 6.75 µM. 340,000 tested, 0.99% active. AID 504766, 2011;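 active = inhibition above the mean over all tested compounds plus 3 SD, cut at about 4.2% in these data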;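 also: 0% = DAX1-transfected cells with DMSO and 100% = empty-vector control cells with DMSO; inhibition shows as a rise in luminescence from relieved DAX1 repression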
hgDAF-12 ag – H. glycines DAF-12 receptor agonists, primary screen, cell-based, luminescence, HEK293, GAL4 fusion, UAS-luciferase | Nuclear hormone receptor DAF-12 (Heterodera glycines), GAL4 fusion | AID 687014, 2013 | 370,000 tested, 1.8% active | activation, % at 6.8 µM | HEK293 GAL4-hgDAF12 UAS-luciferase reporter, agonist luminescence; normalized to butyrate control;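 active = activation above a cutoff set at the mean of all screened compounds plus 3 SD, cut at about 10% in these data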;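 also: 0% = DMSO wells and 100% = sodium butyrate wells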
hcDAF12 agonist – H. contortus DAF-12 nuclear receptor activators, primary screen, cell-based, luminescence, HEK293, lit1-tk-luc reporter; HEK293 hcDAF-12 lit1-tk-luc reporter; 0% DMSO, 100% Δ7-dafachronic acid; activation, % at 6.8 µM; 370,000 tested, 1.4% active; AID 652067, 2013;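 active = activation above the mean of all tested compounds plus 3 SD, cut at about 5.5% in these data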;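 also: 100% = response to 3 µM Δ7-dafachronic acid high control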
ssDAF-12 act – S. stercoralis DAF-12 nuclear receptor activators, primary screen, cell-based, luminescence, HEK293, GRIP1 co-expression, lit1-tk-luc. activation, % at 6.8 µM. HEK293 ssDAF-12/GRIP1 lit1-tk-luc reporter; % of 3 µM dafachronic acid response. 370,000 tested, 1% active. Nuclear hormone receptor DAF-12 (Strongyloides stercoralis);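 active = activation above the mean over all tested compounds plus 3 SD, cut at about 0.9% in these data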;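 also: 0% = DMSO-only wells and 100% = 3 µM delta7-dafachronic acid wells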
DAX1 inh-2 – DAX1 (NR0B1) inhibitors on StAR promoter, primary screen, cell-based, luminescence, SF-1 (NR5A1), full-length DAX-1; inhibition, % at 6.8 µM; AID 652010, 2013; 370,000 tested, 1.1% active; HEK293T StAR-luciferase reporter, SF-1/DAX-1 repression relief;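 active = inhibition above the mean over all tested compounds plus 3 SD, cut at about 3.6% in these data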;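 also: 0% = DAX-1 cells with DMSO and 100% = cells lacking DAX-1 with DMSO; higher inhibition means more luminescence from relief of DAX-1 repression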
* hit, by the source's call; . = no result given.

SMILES	KLK7 zymogen act	FXN GAA850 act	GC-B act	NPR1 activator	sPLA2-III inh	SMARCA2 act	DAX1 inh-1	hgDAF-12 ag	hcDAF12 agonist	ssDAF-12 act	DAX1 inh-2
N#CC(=C1C=CC(=NO)C(Cl)=C1)c1ccccc1	0.0	.	2	-3	-25	-1	.	-2.2	0.1	-0.1	-3.5
CCOC(=O)C1=C(C)N(c2ccc(OCC)cc2)C(=O)/C1=C\c1ccco1	0.7	4.4	1	-1	-7	0	-0.6	-0.8	0.6	-1.3	0.8
NC(=O)Cn1nc([N+](=O)[O-])nc1Oc1ccc(Br)cc1	-0.8	-0.6	-3	2	-3	0	-0.7	-2.9	-0.1	-1.0	-1.0
COC1=CC(C)C2CC3OC(O)CC4C(C)=C(OC)C(=O)C(C2(C)C1=O)C34C (stereo not given)	-0.3	1.6	-2	2	6	1	.	1.5	0.9	-1.6	0.3
CCc1nc2c(OCC=C(C)C)cccn2c1N(C)C(=O)c1ccc(OC)cc1	0.5	-1.7	5	0	18	0	.	-0.1	-1.6	-1.2	-0.8
O=C(NCc1ccc(Cl)cc1)N1CCN(Cc2ccccc2)CC1	-0.1	2.6	2	2	6	-2	-1.3	-4.5	-3.3	-1.6	-0.7
CCCCC(O)(c1ccc(CC)cc1)C(CN1CCOCC1)c1ccccc1 (stereo not given)	-0.2	-0.3	-16	-53	-2	-3	-1.2	2.9	0.4	-1.1	-0.1
COc1ccc(/C=C(/NC(=O)c2ccccc2)C(=O)NCCN2CCOCC2)cc1OC	1.1	1.3	4	1	-5	1	0.0	-0.9	-2.3	-0.3	0.8
COc1ccc(C2C(C(=O)/C=C/c3ccco3)=C(O)C(=O)N2CCN2CCOCC2)cc1OC (stereo not given)	0.2	1.0	-6	2	-1	-3	-0.2	-0.5	-1.3	-1.3	-0.7
COC(=O)[C@@]1(Cc2ccc(OC)cc2)[C@H]2c3cc(C(=O)N4CCCC4)n(Cc4ccc(Cl)c(C(F)(F)F)c4)c3C[C@H]2CN1C(=O)c1ccccc1	0.5	.	-5	2	-14	-3	.	-4.2	-2.7	-0.9	-1.4
Cc1cc(N2CCCC2=O)ccc1S(=O)(=O)NCCOc1ccccc1	-0.7	1.6	8	-1	1	-2	.	-0.7	-2.2	-2.0	-0.2
O=C(CCC(=O)OCc1ccc(Cl)cc1)Nc1ccccc1	0.5	3.6	-9	-2	3	-1	1.2	-1.2	-1.5	-1.0	-0.6
CC12CN3CCN(CC(C3)/C1=N/N=C/c1cccc([N+](=O)[O-])c1)C2	0.2	0.7	5	1	-2	-1	0.3	-0.6	-0.1	-2.0	0.4
CC(Nc1n[nH]c(=O)[nH]c1=O)C(=O)N/N=C/c1ccccc1 (stereo not given)	0.1	1.3	5	2	2	-2	-1.5	-2.9	-0.7	-1.1	-0.2
O=C(NCC(c1ccco1)N1CCc2ccccc21)c1ccccc1 (stereo not given)	-0.5	-2.0	-1	-2	9	-1	-1.5	1.3	-1.1	-0.6	-1.3
CCNC(=O)N(C)C[C@H]1N[C@@](C)(C(=O)OC)[C@H]2C(=O)N(C)C(=O)[C@@H]12	-0.3	1.0	3	1	15	-5	-0.4	0.9	-0.7	-0.9	1.0
CC(C)(C)C(=O)OCC1OC(n2cnc(C(N)=O)n2)C(O)C1O (stereo not given)	0.4	-4.4	-2	2	12	-1	1.2	1.2	-2.6	-1.1	-0.4
CN(C(=O)c1cc2nc(-c3ccco3)cc(C(F)(F)F)n2n1)C1CCCCC1	-2.1	1.8	10	5	2	3	-0.4	-2.9	-2.4	-1.3	-0.8
O=C(NCc1ccccc1Cl)/C(=C\c1cccnc1)NC(=O)c1ccccc1	0.1	1.1	-1	-3	3	-2	-0.4	-2.3	0.7	-1.1	-0.1
CCO[C@@H]1OC(C(N)=O)=C[C@H](c2ccc3c(c2)OCO3)[C@H]1CCCO	0.3	1.5	0	0	0	1	-0.6	-0.2	-0.2	-1.1	0.0

Sorted by heavy-atom count (low to high): part of the list above.
SMILES	KLK7 zymogen act	FXN GAA850 act	GC-B act	NPR1 activator	sPLA2-III inh	SMARCA2 act	DAX1 inh-1	hgDAF-12 ag	hcDAF12 agonist	ssDAF-12 act	DAX1 inh-2
N#CC(=C1C=CC(=NO)C(Cl)=C1)c1ccccc1	0.0	.	2	-3	-25	-1	.	-2.2	0.1	-0.1	-3.5
NC(=O)Cn1nc([N+](=O)[O-])nc1Oc1ccc(Br)cc1	-0.8	-0.6	-3	2	-3	0	-0.7	-2.9	-0.1	-1.0	-1.0
CC(C)(C)C(=O)OCC1OC(n2cnc(C(N)=O)n2)C(O)C1O (stereo not given)	0.4	-4.4	-2	2	12	-1	1.2	1.2	-2.6	-1.1	-0.4
CCNC(=O)N(C)C[C@H]1N[C@@](C)(C(=O)OC)[C@H]2C(=O)N(C)C(=O)[C@@H]12	-0.3	1.0	3	1	15	-5	-0.4	0.9	-0.7	-0.9	1.0
O=C(NCC(c1ccco1)N1CCc2ccccc21)c1ccccc1 (stereo not given)	-0.5	-2.0	-1	-2	9	-1	-1.5	1.3	-1.1	-0.6	-1.3
CCOC(=O)C1=C(C)N(c2ccc(OCC)cc2)C(=O)/C1=C\c1ccco1	0.7	4.4	1	-1	-7	0	-0.6	-0.8	0.6	-1.3	0.8
CCCCC(O)(c1ccc(CC)cc1)C(CN1CCOCC1)c1ccccc1 (stereo not given)	-0.2	-0.3	-16	-53	-2	-3	-1.2	2.9	0.4	-1.1	-0.1
COc1ccc(/C=C(/NC(=O)c2ccccc2)C(=O)NCCN2CCOCC2)cc1OC	1.1	1.3	4	1	-5	1	0.0	-0.9	-2.3	-0.3	0.8
COC(=O)[C@@]1(Cc2ccc(OC)cc2)[C@H]2c3cc(C(=O)N4CCCC4)n(Cc4ccc(Cl)c(C(F)(F)F)c4)c3C[C@H]2CN1C(=O)c1ccccc1	0.5	.	-5	2	-14	-3	.	-4.2	-2.7	-0.9	-1.4

Later entries
SMILES	KLK7 zymogen act	FXN GAA850 act	GC-B act	NPR1 activator	sPLA2-III inh	SMARCA2 act	DAX1 inh-1	hgDAF-12 ag	hcDAF12 agonist	ssDAF-12 act	DAX1 inh-2
O=C(O)CCc1ccc(-c2cccs2)n1CCC(=O)O	0.2	2.1	1	3	-3	-2	1.5	-0.6	-0.4	-1.6	-0.7
Cc1c(C)c2c(OCC(=O)N3CCC(O)CC3)cc3c(c2oc1=O)CCC(C)(C)O3	42*	-0.3	5	4	-2	2	1.3	-1.9	-1.6	-1.6	-0.9
CCCN(C1CCS(=O)(=O)C1)S(=O)(=O)c1ccc(F)cc1 (stereo not given)	0.0	0.8	2	0	4	1	0.4	-2.6	-1.4	-0.6	0.4
CC(=O)N1Cc2cc(C(=O)NCc3cccc(F)c3)nc(-c3cccc(C4=CCCC4)c3)c2[C@H]1CCO	-0.5	.	-6	-4	-23	-2	.	-1.8	-1.5	-1.6	-1.1
Nc1nc2ccccc2n1CCOc1ccc(Br)cc1	0.3	2.5	-21	-23	-10	-2	-0.7	-0.9	-0.6	-1.6	-0.4
CSc1nnc(CNS(=O)(=O)c2ccc(Br)cc2)n1C	0.0	0.8	-1	3	-3	-1	-0.9	-0.8	-0.5	-1.1	-0.3
O=C(CCCC(=O)OCC(Cl)=C(Cl)Cl)Nc1ccccc1	0.4	1.3	3	2	7	0	0.5	2.1	-0.3	-1.2	0.0
Nc1ccccc1Oc1ncc(C(F)(F)F)cc1Cl	0.8	0.3	1	-1	1	2	0.7	3.0	-2.0	-1.8	-0.1
CCNC(=O)NC(=O)C(C)OC(=O)CNS(=O)(=O)c1c(Cl)cc(Br)cc1Cl (stereo not given)	-0.8	-1.4	-8	-18	1	-2	1.3	-6.6	0.9	-1.1	1.7
Cc1cc(C)n(CCN(C)C(=O)c2cc(COc3c(F)cccc3F)on2)n1	-0.2	1.9	6	-1	0	0	-1.7	-1.7	-1.3	-1.6	0.1
CN1NC(c2ccccc2)NN(C)C1=O	-0.2	.	0	3	12	-1	.	-0.1	-0.8	-0.9	0.5
Cc1ccc(CNC(=O)c2ccc3c(=O)n(CCCN4CCCC4=O)c(=S)[nH]c3c2)cc1	0.2	0.4	4	-3	6	-4	-0.4	0.9	0.3	-1.2	-0.1
CC(Sc1ccccc1)C(=O)NN=C1CCCCCC1 (stereo not given)	-0.3	0.9	3	1	0	-3	3.2	1.7	-1.1	-1.5	0.8
Cc1cccc(N2C(=O)SC(N(CC(=O)O)c3cccc(C)c3)C2=O)c1 (stereo not given)	-0.4	0.7	-2	2	0	1	4.2	2.1	2.7	-0.8	0.8
Cc1ccc(Cc2c(-c3cccc(Cl)c3)nc3c4ccccc4ccn23)cc1	-17	.	12	6	-5	0	.	4.4	4.3	0.3	1.1
CNC(=O)COC(=O)/C=C/c1cccs1	-0.2	-1.3	7	-2	7	-3	-0.5	3.4	-1.5	-1.9	0.2
COc1cc(C=NNC(=O)c2ccccc2-n2cccc2)ccc1O	0.8	-0.3	-2	-6	-4	-2	-0.6	2.5	-1.0	-0.7	-1.9
O=C(Cc1noc2ccccc12)Nc1ccccn1	0.0	3.2	2	2	-12	3	3.8	11*	2.0	0.1	0.6
CCCCCN(C(=O)CCC(=O)OCc1ccccc1Cl)c1c(N)n(CCCC)c(=O)[nH]c1=O	0.9	2.1	-1	-3	0	6	1.0	-1.4	0.1	-1.1	-0.5
COc1ccc(OCc2ccc(C(=O)N3CCOCC3)cc2)cc1	-0.5	3.2	-1	5	4	-1	-0.4	-2.2	-1.1	-1.4	0.0
NC(=O)CN1CCN(c2ccccc2F)CC1	0.0	0.6	0	-2	4	1	0.4	-0.2	0.5	-0.7	-0.2
COc1ccc(S(=O)(=O)N2CCCc3nc(C)c(C)cc32)cc1	0.5	.	5	-3	0	4	.	-2.7	-1.4	-0.6	1.1

Assay outcomes from PubChem.
